Screening data: PubChem, Broad Institute
miR-122 sensor: inhibitors of miR-122 in Huh7 cells; Huh7 miR-122 Renilla luciferase sensor, 48 h; neutral wells = 0, positive control = 100; activation (reporter increase), % at 12.5 µM; actives 0.3% (n = 340,000);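 active means mean replicate activation score at least 90 and every replicate individually at or above 90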;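 further: higher luciferase means less miR-122 activity so hits act as miR-122 inhibitors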
C2C12 statin: protects C2C12 myotubes from simvastatin toxicity | rescue of ATP level, % at 7.49 µM | ATP luminescence, 48 h; scaled: DMSO 0, geranylgeraniol control 100 | actives 0.78% (n = 330,000) | AID 602340;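 active means mean ATP rescue above about 67%, or every replicate alone reaching that limit, limit read from the data, passing the limit was not always enough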;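 further: myotubes were challenged with 10 µM simvastatin during compound exposure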
SIRT5 block: inhibitors of human sirtuin-5 desuccinylase | Purified SirT5, succinyl-peptide AMC, trypsin-coupled fluorescence | AID 652115 | Q9NXA8 | actives 1.1% (n = 330,000) | inhibition, % at 15 µM; in the data active means inhibition above about 15%
Target sequence (Q9NXA8 whole entry, looked up): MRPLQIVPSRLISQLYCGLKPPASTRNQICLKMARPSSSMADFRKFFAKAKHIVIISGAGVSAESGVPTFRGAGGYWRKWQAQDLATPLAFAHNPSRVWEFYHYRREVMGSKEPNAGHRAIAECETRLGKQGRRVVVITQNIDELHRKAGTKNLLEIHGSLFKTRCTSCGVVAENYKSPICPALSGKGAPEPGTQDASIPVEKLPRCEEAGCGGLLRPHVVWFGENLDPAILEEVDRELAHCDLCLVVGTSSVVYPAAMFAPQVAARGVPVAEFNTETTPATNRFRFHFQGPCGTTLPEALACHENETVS
ARNT-TACC3 inh: ARNT/TACC3 interaction disruption; Q9Y6A5; AlphaScreen His-ARNT PAS-B/GST-TACC3 binding, luminescence; TACC3 fragment carries E629A point mutation; inhibition, % at 9.99 µM; actives 0.66% (n = 390,000); AID 623870;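 active means mean inhibition of replicates at least 50% and at least half of replicates each reaching 50%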;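 further: 0% = complete ARNT plus TACC3 wells and 100% = ARNT alone without TACC3; many hits fall short of the cut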
Cneo AK release: causes C. neoformans cell lysis | adenylate kinase release luminescence, 4 h; normalised: neutral wells 0, clomiphene wells 100 | lysis activity, % at 15 µM | actives 0.2% (n = 360,000);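 active means mean lysis activity across replicates of at least 80%, whatever share of replicates individually reach that level; inactive means mean lysis activity below 80%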
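Material: C. neoformans cells; Schedule: 4 h static compound exposure, 37 °C, read 1 h post-reagent; Measured by: adenylate kinase release luminescence; Read-out: signal increase indicating cell lysis; Controls: Clomiphene as positive lysis control.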
ERp5 inh: ERp5 (human) disulfide isomerase inhibition; Q15084; ERp5 insulin aggregation, absorbance 650 nm, 90 min; inhibition, % at 9.99 µM; actives 0.05% (n = 350,000); AID 651711;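 active means mean replicate inhibition above about 25%, with every replicate also reaching it, limit read from the data, passing the limit was not always enough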
Target sequence (Q15084 whole entry, looked up): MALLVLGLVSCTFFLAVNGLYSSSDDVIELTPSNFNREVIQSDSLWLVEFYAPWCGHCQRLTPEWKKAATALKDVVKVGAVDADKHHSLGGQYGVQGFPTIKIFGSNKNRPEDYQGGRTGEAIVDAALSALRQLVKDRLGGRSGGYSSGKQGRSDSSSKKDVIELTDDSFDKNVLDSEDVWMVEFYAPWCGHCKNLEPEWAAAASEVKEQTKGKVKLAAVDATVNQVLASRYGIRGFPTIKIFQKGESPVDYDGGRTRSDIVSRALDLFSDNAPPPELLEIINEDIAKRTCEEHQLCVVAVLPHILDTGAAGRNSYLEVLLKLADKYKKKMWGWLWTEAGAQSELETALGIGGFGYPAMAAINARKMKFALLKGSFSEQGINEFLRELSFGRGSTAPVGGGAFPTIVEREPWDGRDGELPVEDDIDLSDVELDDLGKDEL
esBAF inh: SWI/SNF esBAF complex inhibition. actives 2% (n = 350,000). mouse ES cells, Bmi1-luciferase knock-in reporter, 24 h; 100% = twice the neutral-well signal. reporter increase, % at 12.5 µM; in the data active means activation above about 40%;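 further: 0% = median of the plate's neutral control wells and 100% = double that signal; a rise in the Bmi1 reporter signal indicates esBAF inhibition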
Active calls of the source: *; · = not tested or not shown; [ ] = dose if it differs, or a comment.

Below each SMILES: miR-122 sensor, C2C12 statin, SIRT5 block, ARNT-TACC3 inh, Cneo AK release, ERp5 inh, esBAF inh
[1] COc1ccccc1CCN1C(=S)NC(C)(C)CC1(C)O (configuration not stated)
→ 4, 60, ·, 2, 18, ·, 15
[2] O=C(CO/N=C/c1ccccc1OC(F)F)NC1CCCCC1
→ -2, ·, -3, -5, 2, -8, ·
[3] CCc1nnc(NS(=O)(=O)c2ccc(N/C=C\C(=O)c3ccc(C)cc3)cc2)s1
→ 0, -36, ·, 32, 2, ·, 13
[4] C/C(=N/Nc1ccc(C(=O)O)cc1)c1ccc2c(c1)Nc1ccccc1S2
→ 1, ·, 24*, 21, ·, -1, ·
[5] O=C(Nc1ccc(F)cc1)N1CCCCN2[C@H](C1)[C@@H](c1ccc(-c3cccc(F)c3)cc1)[C@@H]2CO
→ -14[16.7 µM], -104, 5, -1, 8, -2, -3
[6] CCCNC(=O)C[C@H]1C[C@H]2c3cc(NC(=O)NC4CCCCC4)ccc3O[C@H]2[C@@H](CO)O1
→ 1[16.7 µM], -4, ·, -8, -15, 4, -5
[7] Cc1noc(C)c1COC(=O)c1ccc2c(c1)OCO2
→ -5, 5, ·, 0, 3, ·, 2
[8] O=CN1CCN(S(=O)(=O)c2ccc(Cl)c(C(=O)O)c2)CC1
→ ·, ·, -4, -3, ·, 0, ·
[9] N#Cc1ccccc1S(=O)(=O)N1CCN(c2nc(-c3cccnc3)nc3ccccc23)CC1
→ -3, -27, 0, 6, -2, -4, 4
[10] Cc1ccc(NC(=O)C(C)S)cc1 (configuration not stated)
→ 1, 23, -6, -7, 0, 1, -9
[11] O=C(COC(=O)C1(c2ccccc2F)CCCC1)NCc1ccc2c(c1)OCO2
→ 27, -7, ·, -5, ·, ·, 0
[12] CC1CCCN(c2ccc(/C=C(\C#N)c3nn(-c4ccccc4)c(N)c3C#N)cc2[N+](=O)[O-])C1 (configuration not stated)
→ -1, ·, ·, -15, 0, ·, -19
[13] O=C(CCn1c(=O)c2cccn2c2ccc(F)cc21)NCc1cccc(F)c1
→ -3, -7, -5, -17, 12, -12, 2
[14] c1ccc(Oc2cc(-c3ccccc3)ncn2)cc1
→ -11, -5, ·, 19, 1, ·, 77*
[15] Cc1ccc(N2C(N)=C(C#N)C(c3cccs3)C3=C2CC(C)(C)CC3=O)cc1 (configuration not stated)
→ -10, -19, ·, 0, -2, ·, 14
[16] Cc1cscc(C)c1=S
→ 4, 3, 0, ·, -1, 6, 0
[17] C[C@H]1CCCCO[C@H](CN(C)S(C)(=O)=O)[C@@H](C)CN([C@@H](C)CO)C(=O)c2cc(NS(=O)(=O)c3cn(C)cn3)ccc2O1
→ 5[16.7 µM], ·, -3, 0, 1, -5, 2
[18] O=CN1CCN(S(=O)(=O)c2ccc(S(=O)(=O)NC3CCCCC3)cc2)CC1
→ 19, -10, -1, 26, 0, 0, -3
[19] Cc1c(OCC(=O)N(C)c2ccccc2)ccc2c3c(c(=O)oc12)CCC3
→ 2, -6, 3, 2, -3, 1, 3
[20] CCN(CC)S(=O)(=O)c1ccc2c(c1)nc(-c1ccccn1)n2C
→ ·, -17, -2, 4, -5, 2, 60*

Next part; the last 7 above are carried over.
Below each SMILES: miR-122 sensor, C2C12 statin, SIRT5 block, ARNT-TACC3 inh, Cneo AK release, ERp5 inh, esBAF inh
[14] c1ccc(Oc2cc(-c3ccccc3)ncn2)cc1
→ -11, -5, ·, 19, 1, ·, 77*
[15] Cc1ccc(N2C(N)=C(C#N)C(c3cccs3)C3=C2CC(C)(C)CC3=O)cc1 (configuration not stated)
→ -10, -19, ·, 0, -2, ·, 14
[16] Cc1cscc(C)c1=S
→ 4, 3, 0, ·, -1, 6, 0
[17] C[C@H]1CCCCO[C@H](CN(C)S(C)(=O)=O)[C@@H](C)CN([C@@H](C)CO)C(=O)c2cc(NS(=O)(=O)c3cn(C)cn3)ccc2O1
→ 5[16.7 µM], ·, -3, 0, 1, -5, 2
[18] O=CN1CCN(S(=O)(=O)c2ccc(S(=O)(=O)NC3CCCCC3)cc2)CC1
→ 19, -10, -1, 26, 0, 0, -3
[19] Cc1c(OCC(=O)N(C)c2ccccc2)ccc2c3c(c(=O)oc12)CCC3
→ 2, -6, 3, 2, -3, 1, 3
[20] CCN(CC)S(=O)(=O)c1ccc2c(c1)nc(-c1ccccn1)n2C
→ ·, -17, -2, 4, -5, 2, 60*
[21] CC(C)CCOc1ccc(C2(C)NC(=O)N(CN3CCOCC3)C2=O)cc1 (configuration not stated)
→ -7, 1, ·, 41, 2, ·, 7
[22] Cc1cc(NC(=O)c2ccc(F)c(S(=O)(=O)N3CCCCC3)c2)no1
→ 3, ·, -2, -14, -1, 1, ·
[23] COc1ccccc1-c1ccc([C@@H]2[C@@H](C#N)N(C(=O)C3CCC3)[C@@H]2CO)cc1
→ ·, 3, 1, 9, 5, 0, -6
[24] Cc1noc(C)c1NC(=O)Nc1cccc2c1O[C@H](CN(C)S(C)(=O)=O)[C@@H](C)CN([C@@H](C)CO)C2=O
→ -3[16.7 µM], ·, -1, -19, 0, 4, -3
[25] O=C(O)C1CC(c2ccc(F)cc2)=NO1 (configuration not stated)
→ -6, 29, ·, 2, 7, ·, 10
[26] COc1ccc(C#Cc2ccc3c(c2)[C@H]2[C@H](CCN2S(=O)(=O)c2ccc(OC)cc2)[C@@H](CO)N3C)cc1
→ -1[16.7 µM], -2, 6, 23, -1, 1, -3
[27] CCn1nc(C)c(NC(=O)CCCSc2nc(-c3ccco3)cc(C(F)(F)F)n2)c1C
→ -14, 25, ·, -38, 1, ·, 10
[28] COc1ccccc1C/C(N)=N/OC(=O)COc1cccc2ccccc12
→ -1, -9, -11, -17, ·, -1, -8
[29] Cn1c(SCC(=O)N2CCCCCC2)nc2c(c1=O)SCC2
→ ·, 4, -1, 3, 1, -3, -1
[30] CN1CCN(C(=O)c2c(NC(=O)c3ccco3)sc3c2CCC(C(C)(C)C)C3)CC1 (configuration not stated)
→ -6, -10, ·, 2, -2, ·, -3
[31] Cc1ccc(C(=O)OCC(=O)NC2CCCCC2)s1
→ ·, ·, -2, -5, ·, -5, ·
[32] Cc1cccn2c(=O)nc(SCC(=O)N3CCOCC3)nc12
→ -3, 12, -6, -4, -2, -5, 0
[33] O=C(CSCc1cccc(Br)c1)N1CCOCC1
→ 0, 2, ·, -2, 5, ·, 27
[34] Cn1c(=O)c2cc(NC(=O)NCCc3ccccc3)ccc2n1Cc1ccc(F)cc1
→ 17, -6, -4, ·, 1, 1, 18
[35] COc1ccccc1CNC(=O)c1ccc(S(=O)(=O)N(C)c2ccccc2)cc1
→ ·, -6, -1, -5, 2, 5, -11
[36] COc1ccccc1Nc1ncc(C(=O)N2CCN(Cc3ccc(OC)c(OC)c3OC)CC2)c2ccccc12
→ ·, ·, -2, -16, ·, 4, ·
[37] COc1ccc(S(=O)(=O)N2CCCC2)cc1C(=O)N1CCOCC1
→ ·, ·, -1, -9, ·, 1, ·
[38] CC(NCCO)C(=O)C12CC3CC(CC(C3)C1)C2 (configuration not stated)
→ 6, 2, ·, -3, -1, ·, 0
[39] COCCNC(=O)c1nn2c(C(F)(F)F)cc(-c3ccccc3)nc2c1Br
→ ·, 8, ·, ·, 1, 1, -2
[40] Nc1nonc1-n1nnc(C(=O)N/N=C/C2CC=CCC2)c1CSc1ccccc1 (configuration not stated)
→ ·, ·, 5, -7, ·, 2, ·

Compound profiles, as listed above. Order of values: miR-122 sensor | C2C12 statin | SIRT5 block | ARNT-TACC3 inh | Cneo AK release | ERp5 inh | esBAF inh
Results for COc1ccc(S(=O)(=O)N2CCCC2)cc1C(=O)N1CCOCC1 : · | · | -1 | -9 | · | 1 | ·
Results for Cc1ccc(C(=O)OCC(=O)NC2CCCCC2)s1 : · | · | -2 | -5 | · | -5 | ·
Results for CC(NCCO)C(=O)C12CC3CC(CC(C3)C1)C2 (configuration not stated) : 6 | 2 | · | -3 | -1 | · | 0
Results for Nc1nonc1-n1nnc(C(=O)N/N=C/C2CC=CCC2)c1CSc1ccccc1 (configuration not stated) : · | · | 5 | -7 | · | 2 | ·

Further entries.
Below each SMILES: miR-122 sensor, C2C12 statin, SIRT5 block, ARNT-TACC3 inh, Cneo AK release, ERp5 inh, esBAF inh
[41] Cc1nc2ccccc2cc1OCc1ccccc1
→ -24, -10, 4, -28, ·, 7, -3
[42] CC1(C)Cc2c(c(-c3ccco3)nc3sc4c(NCCCO)ncnc4c23)CO1
→ -6, 12, -4, ·, 1, 6, -3
[43] O=C(CCCCCn1c(=S)[nH]c2ccc(N3CCOCC3)cc2c1=O)NCc1cccc(Cl)c1
→ ·, ·, 2, 3, ·, 1, ·
[44] COC(=O)c1ccc(NC(=O)CCN2CCOCC2)cc1
→ ·, -5, 0, 0, -2, 1, 3
[45] COc1ccc(NC(=O)COC(=O)CC2Sc3ccccc3NC2=O)cc1 (configuration not stated)
→ 2, 6, -3, 17, -1, -3, 21
[46] Cc1cc(NC(=O)c2ccc(F)cc2)n(-c2ccccc2)n1
→ 3, 10, -5, -9, 0, 3, 4
[47] N#C/C(=C\c1cn(Cc2ccc(C#N)cc2)c2ccccc12)C(=O)NCc1cccs1
→ ·, ·, 2, -6, ·, 0, ·
[48] N#Cc1nc(-c2ccco2)oc1NCCCn1ccnc1
→ -1, 129*, ·, 21, ·, ·, -8
[49] COc1ccc(S(=O)(=O)N(C)C[C@H]2OCCCC[C@@H](C)Oc3ccc(NC(=O)c4ccccc4)cc3C(=O)N([C@H](C)CO)C[C@@H]2C)cc1
→ -5[16.7 µM], ·, 1, 3, -2, 0, 5
[50] CCc1nc2c(OCc3cccc(OC)c3)cccn2c1N(C)C(=O)C(C)C
→ 7, -7, 0, ·, 1, 0, 0
[51] C[C@H](CO)N1C[C@H](C)[C@H](CN(C)C(=O)NC2CCCCC2)Oc2ccc(NS(=O)(=O)c3ccccc3)cc2CC1=O
→ -2[16.7 µM], -6, -1, 1, -3, -4, 3
[52] O=C(Cc1ccncc1)NCC[C@@H]1CC[C@H](NC(=O)Nc2cccc(F)c2)[C@H](CO)O1
→ ·, -12, 13, 28, 1, 1, 5
[53] O=C(/C=C/c1cccc(F)c1)NCc1ccc2c(c1)OCO2
→ 1, 14, -7, -1, 4, 0, -1
[54] COc1cc(OC)cc(C(=O)N[C@H](C(=O)NCc2ccc(F)cc2)C(C)C)c1
→ 6, 4, 0, ·, -10, 4, -1
[55] COc1ccc(C(CNC(=O)c2ccc(NS(=O)(=O)c3ccccc3)cc2)N2CCOCC2)cc1 (configuration not stated)
→ -2, 11, 0, -7, 4, 1, 0
[56] CC1CN(c2nc(-c3ccccc3)nnc2-c2ccccc2)CC(C)O1 (configuration not stated)
→ 1, 15, ·, 0, ·, ·, 0
[57] C[C@H]1CN([C@@H](C)CO)C(=O)c2cc(C3=CCCCC3)cnc2O[C@@H]1CN(C)C(=O)NC1CCCC1
→ ·, -4, 2, -4, 0, 1, 0
[58] COC(=O)c1cc(NC(=O)c2cc(C)oc2C)cc(C(=O)OC)c1
→ 11, 7, ·, -3, -6, ·, 3
[59] C=CCN=c1sc(C(=O)OC)cc(=O)n1CC=C
→ -10, ·, ·, 4, -1, ·, ·
[60] COc1ccc(/C=N/NC(=O)Cn2ccnc2C)cc1OC
→ 4, ·, -6, -3, 1, 4, ·
[61] CC(=O)Nc1cc(C(=O)N2CCCC2)ccc1S(=O)(=O)c1ccc(Cl)cc1
→ -6, 8, ·, -23, 2, ·, 5
[62] CCS(=O)(=O)Nc1ccc2c(c1)C(=O)N(C)C[C@H](OC)[C@@H](C)CN(CCC(F)(F)F)[C@@H](C)CO2
→ ·, 1, 3, 0, 0, 2, -3
